C diff growth – C. difficile growth inhibitors, primary screen, HTS; growth activity, negative = inhibition, % at 16 µg/mL (by protocol); AID 1259249, 2017; 86,000 tested, 0.25% active; Clostridium difficile clinical isolate growth, OD600, 24 h; active compounds read low;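 active means mean growth activity at or below -80% and every replicate also at or below -80%; inconclusive means mean at or below -80% but some replicate above -80%; inactive means mean growth activity above -80%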;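 further: 0% = DMSO wells and -100% = levofloxacin 16 µg/mL wells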
Pf Dd2 inh – P. falciparum Dd2 growth inhibitors, primary screen, SYBR Green fluorescence, single dose replicates; activity change, % at 10 µM; AID 1159554, 2015; 72 h; active compounds read low; 94,000 tested, 2.3% active; in the data active means activity change below about -80%; inconclusive means no clear call, values can overlap the other calls
Tcruzi prolif – T. cruzi intracellular proliferation inhibitors, primary screen, cell-based, beta-gal Tulahuen parasites, NIH3T3 host, luminescence | T. cruzi beta-gal in NIH3T3, GalScreen luminescence, 90 h | inhibition, % at 8.34 µM | 77,000 tested, 5.9% active | AID 624255, 2012;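 active means mean inhibition above about 93%, with at least 55% of replicates each passing it, limit read from the data, passing the limit was not always enough; inconclusive means only one of those two conditions holds; inactive means neither condition holds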
KDM4C inh – inhibitors of GASC-1 (KDM4C) histone demethylase, primary screen, biochemical, single concentration HTS; inhibition, % at 12.5 µM; Lysine-specific demethylase 4C (Homo sapiens), Q9H3R0; GST-KDM4C 2-372, H3K9me3 peptide, LANCE TR-FRET; 96,000 tested, 0.15% active;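 active means mean replicate inhibition above about 25%, with at least 55% of replicates also reaching it, limit read from the data, passing the limit was not always enough; inconclusive means only one of those two conditions met; inactive means neither condition met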
Target sequence (Q9H3R0 2-372 limits assumed): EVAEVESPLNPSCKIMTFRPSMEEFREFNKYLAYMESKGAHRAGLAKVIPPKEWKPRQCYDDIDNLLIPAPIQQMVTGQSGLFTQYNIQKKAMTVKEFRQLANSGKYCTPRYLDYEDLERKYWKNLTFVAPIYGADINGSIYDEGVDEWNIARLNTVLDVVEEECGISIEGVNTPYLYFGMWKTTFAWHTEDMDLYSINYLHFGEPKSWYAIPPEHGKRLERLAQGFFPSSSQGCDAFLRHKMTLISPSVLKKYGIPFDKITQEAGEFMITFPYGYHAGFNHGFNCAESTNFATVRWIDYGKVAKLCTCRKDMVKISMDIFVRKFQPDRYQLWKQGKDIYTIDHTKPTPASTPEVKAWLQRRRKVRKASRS
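Material: GST-tagged GASC-1 (JMJD2C) catalytic fragment, aa 2-372. Input: enzyme final amount 10 nM. Medium: HEPES buffer, pH 7.5, plus ascorbate. Reagent: H3K9me3 peptide substrate, Fe(II), 2-oxoglutarate. Doses: single dose. Times: reaction 30 min RT, detection step 1 h RT. Measured by: LANCE TR-FRET. Evaluation: Fall in 671/618 emission ratio as inhibition.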
Starred values were filed as active, the others as inactive; ? = inconclusive; . = no result given; & = joins results of further samples; ! = a repeat was not active. Compounds were not picked by outcome. Share with any hit: about 7%.

SMILES | C diff growth | Pf Dd2 inh | Tcruzi prolif | KDM4C inh
C[C@H](CO)N1C[C@H](C)[C@@H](CN(C)Cc2ccncc2)Oc2ccc(NS(=O)(=O)c3ccc(F)cc3)cc2C1=O | -3 | -5 | 59 | -1.4
CCCC(=O)Nc1ccc2c(c1)C(=O)N(C)C[C@@H](OC)[C@@H](C)CN(Cc1ccc(-c3ccccn3)cc1)[C@H](C)CO2 | . | -33 | . | 0.6
CN1C(=O)c2cc(NC(=O)NC3CCCC3)ccc2OC[C@H]2O[C@@H](CC(=O)NCC3CC3)CC[C@@H]21 | -3 | 0 | . | -1.3
C[C@H](CO)N1C[C@H](C)[C@@H](CN(C)C(=O)NC2CCCCC2)Oc2ccc(NC(=O)c3ccncc3)cc2CC1=O | 0 | 13 | -31 | -3.5
C[C@@H]1CCCCO[C@H](CN(C)C(=O)C2CCCCC2)[C@@H](C)CN([C@H](C)CO)C(=O)c2cc(NC(=O)c3ccccc3)ccc2O1 | -1 | 13 | -6 | -0.6
CN(C)C(=O)[C@@H]1[C@@H](CO)[C@@H]2Cn3c(cccc3=O)[C@@H]2N1C(=O)C1CCCC1 | -2 | 14 | . | -0.7
CN1CCN(C(=O)C[C@H]2C[C@@H]3c4cc(NS(=O)(=O)c5ccc(F)cc5)ccc4O[C@@H]3[C@H](CO)O2)CC1 | 7 | -8 | -18 | -1.4
CC(C)NC(=O)Nc1ccc2c(c1)C(=O)N([C@@H](C)CO)C[C@H](C)[C@@H](CN(C)S(=O)(=O)c1ccc(Cl)cc1)O2 | 8 | -41 | -1 | 2.5
O=C(C1CCOCC1)N1CC(=O)N2[C@@H](CO)[C@@H](c3ccc(C#CC4CCCCC4)cc3)[C@@H]2C1 | 14 | -15 | . | -0.4
CO[C@H](CN(C)S(=O)(=O)c1ccc(C)cc1)[C@@H](C)CN([C@@H](C)CO)S(=O)(=O)c1cccc(Cl)c1 | . | -3 | 69 | -0.5
C[C@H](CO)N1C[C@H](C)[C@@H](CN(C)Cc2ccc(Cl)c(Cl)c2)Oc2c(NS(=O)(=O)c3cccs3)cccc2C1=O | 10 | -4 | 89 | -0.1
CNC[C@H]1OCc2cn(nn2)CCCC(=O)N([C@@H](C)CO)C[C@@H]1C | -1 | -13 | -12 | 1.2
CN(C)C(=O)c1cccc(-c2ccc([C@@H]3[C@H](CO)N4CCCCN(S(C)(=O)=O)C[C@@H]34)cc2)c1 | -3 | 17 | -28 | 0.6
CCC(=O)Nc1ccc2c(c1)C(=O)N(C)[C@@H]1CC[C@H](CC(=O)NCCN3CCCCC3)O[C@H]1CO2 | 0 | -23 | 3 | 0.7
CC(C)NC(=O)N1CCCCN2[C@H](CO)[C@H](c3ccc(C#CC4CC4)cc3)[C@H]2C1 | 3 | -5 | 110* | 0.6
CC(C)NC(=O)Nc1ccc2c(c1)C(=O)N([C@@H](C)CO)C[C@H](C)[C@@H](CN(C)S(=O)(=O)c1cn(C)cn1)OCCCC[C@@H](C)O2 | -1 | 50 | -38 | 0.1
C[C@H]1CN([C@@H](C)CO)C(=O)Cc2cc(NC(=O)NC3CCCCC3)ccc2O[C@@H]1CN(C)Cc1ccncc1 | 1 | 4 | 20 | -0.2
COc1ccc(S(=O)(=O)Nc2ccc3c(c2)CC(=O)N([C@@H](C)CO)C[C@H](C)[C@H](CN(C)C(=O)Nc2cccc4ccccc24)O3)cc1 | -6 | -24 | -31 | 1.5
O=C(C[C@H]1CC[C@@H]2[C@H](COC[C@H](O)CN2C(=O)Nc2ccc(C(F)(F)F)cc2)O1)NC1Cc2ccccc2C1 | -100*! | -14 | 38 | -0.9
C[C@@H]1CCCCO[C@@H](CN(C)Cc2ccc3c(c2)OCO3)[C@@H](C)CN([C@@H](C)CO)C(=O)c2cc(NC(=O)c3ccncc3)ccc2O1 | -1 | -19 | 54 | -0.3

Single records (already shown). Screens in order: C diff growth, Pf Dd2 inh, Tcruzi prolif, KDM4C inh
CNC[C@H]1OCc2cn(nn2)CCCC(=O)N([C@@H](C)CO)C[C@@H]1C is listed with -1, -13, -12, 1.2
C[C@@H]1CCCCO[C@@H](CN(C)Cc2ccc3c(c2)OCO3)[C@@H](C)CN([C@@H](C)CO)C(=O)c2cc(NC(=O)c3ccncc3)ccc2O1 is listed with -1, -19, 54, -0.3
CN(C)C(=O)c1cccc(-c2ccc([C@@H]3[C@H](CO)N4CCCCN(S(C)(=O)=O)C[C@@H]34)cc2)c1 is listed with -3, 17, -28, 0.6
CCC(=O)Nc1ccc2c(c1)C(=O)N(C)[C@@H]1CC[C@H](CC(=O)NCCN3CCCCC3)O[C@H]1CO2 is listed with 0, -23, 3, 0.7
CC(C)NC(=O)N1CCCCN2[C@H](CO)[C@H](c3ccc(C#CC4CC4)cc3)[C@H]2C1 is listed with 3, -5, 110*, 0.6

Additional records
SMILES | C diff growth | Pf Dd2 inh | Tcruzi prolif | KDM4C inh
COC(=O)C[C@H]1CC[C@H]2[C@H](COc3ccc(NS(=O)(=O)c4ccccc4F)cc3C(=O)N2C)O1 | 1 | 11 | -3 | -0.6
C[C@@H]1CN([C@@H](C)CO)C(=O)c2cccc(NC(=O)Nc3ccccc3)c2O[C@H]1CN(C)Cc1ccc(C(F)(F)F)cc1 | 5 | -53 | 50 | 6.1
COc1ccc(NC(=O)N(C)C[C@H]2Oc3ccc(NS(=O)(=O)c4ccc(OC)cc4)cc3CC(=O)N([C@H](C)CO)C[C@H]2C)cc1 | 6 | 19 | -8 | -0.2
COc1ccc2c3c([nH]c2c1)[C@H](CO)N(C(=O)C1CCCCC1)CC31CN(S(C)(=O)=O)C1 | -2 | 12 | . | -0.7
Cc1ccc(S(=O)(=O)N(C)C[C@@H]2Oc3ncc(C#Cc4ccc(C(F)(F)F)cc4)cc3C(=O)N([C@H](C)CO)C[C@@H]2C)cc1 | . | -45 | ? | -3.6
N#C[C@@H]1[C@@H](c2ccc(C#CC3CCCC3)cc2)[C@@H](CO)N1C(=O)c1cccc(F)c1 | 2 | -39 | . | -4.0
C[C@@H](NC(=O)C[C@H]1CC[C@H]2[C@@H](COC[C@@H](O)CN2Cc2cc(F)ccc2F)O1)c1ccccc1 | 4&-1 | 11 | 59 | 2.7
COc1ccc(S(=O)(=O)Nc2ccc3c(c2)C(=O)N([C@H](C)CO)C[C@H](C)[C@H](CN(C)S(C)(=O)=O)OCCCC[C@H](C)O3)cc1 | 9 | 20 | 45 | 0.6
COc1ccccc1NC(=O)N[C@@H]1CC[C@@H](CCNC(=O)c2ccc3c(c2)OCO3)O[C@@H]1CO | . | 8 | -13 | 1.3
CO[C@H]1CN(C)C(=O)c2cc(NC(=O)Nc3cc(F)ccc3F)ccc2OC[C@H](C)NC[C@@H]1C | . | -23 | ? | 1.6
O=S(=O)(c1ccccc1)N1[C@@H]2CNC[C@H]1C2c1ccc(-c2cccc(F)c2)cc1 (stereo partly specified) | 1&41 | -23&-6 | . | -1.0&1.4
CO[C@H]1CN(C)C(=O)c2cc(NC(=O)c3cnccn3)ccc2OC[C@@H](C)N(CC2CC2)C[C@H]1C | 3 | -8 | . | -1.9
CC(C)CC#Cc1ccc([C@@H]2[C@@H](CO)N3C(=O)CN(C(=O)Cc4cccnc4)C[C@@H]23)cc1 | 14 | -38 | . | -0.1
O=C(C1CC1)N1CC(=O)N2[C@@H](CO)[C@@H](c3ccc(C#Cc4cccc(F)c4)cc3)[C@@H]2C1 | -8 | -15 | . | 0.5
C[C@H](CO)N1C[C@H](C)[C@H](CN(C)C(=O)Cc2ccccn2)Oc2ncc(C#CC3CCCCC3)cc2C1=O | -18 | -5 | . | -1.4
COc1ccc(NC(=O)Nc2ccc3c(c2)[C@@H]2C[C@H](CC(=O)NCc4ccccn4)O[C@@H](CO)[C@@H]2O3)cc1 | 5 | 2 | -15 | -4.5
CCC(=O)N1[C@H](CO)[C@@H]2c3ccccc3N(C(=O)Nc3ccccc3Cl)C[C@@H]21 | 4 | -12 | -19 | -1.3
CC(C)NC(=O)Nc1cccc2c1O[C@H](CN(C)S(C)(=O)=O)[C@H](C)CN([C@H](C)CO)C2=O | 1 | 12 | 71 | 0.0
COc1cccc(-c2cn(CC[C@@H]3CC[C@@H](NC(C)=O)[C@@H](CO)O3)nn2)c1 | 5 | -4 | 87 | -1.6
C[C@H](CO)N1C[C@H](C)[C@@H](CN(C)C)Oc2cc(C3=CCCCC3)ccc2S1(=O)=O | . | 17 | -56 | 1.0
CO[C@@H]1CN(C)C(=O)c2cc(NS(=O)(=O)c3ccc(Cl)cc3)ccc2OC[C@@H](C)N(C(=O)NC(C)C)C[C@@H]1C | . | . | 21 | 0.8
CN(C)CC(=O)N1[C@@H](CO)[C@@H](c2ccccc2)C12CN(C(=O)c1ccccc1)C2 | -6 | -5 | . | -0.7
C/C=C/c1ccc2c(c1)O[C@@H](CN(C)C(=O)NC1CCCC1)[C@H](C)CN([C@H](C)CO)S2(=O)=O | -2 | 2 | . | -0.3
COc1ccc(CN(C)C[C@H]2Oc3ccc(NS(=O)(=O)c4cccs4)cc3C(=O)N([C@H](C)CO)C[C@H]2C)cc1 | 28 | 16 | -9 | -0.7
C[C@@H]1CN([C@H](C)CO)C(=O)c2cc(-c3ccncc3)cnc2O[C@@H]1CN(C)C(=O)C1CCOCC1 | 2 | 43 | -52 | 0.4
COc1ccc(NC(=O)N(C)C[C@H]2OCCCC[C@@H](C)Oc3ccc(NC(=O)c4ccncc4)cc3C(=O)N([C@H](C)CO)C[C@@H]2C)cc1 | 4 | 32 | 48 | 2.8
CO[C@H]1CN(C)C(=O)c2ccc(NC(=O)c3ccc(F)cc3)cc2OC[C@H](C)N(C(C)=O)C[C@@H]1C | . | 2 | -1 | 0.5
COc1ccccc1NC(=O)N1CCCCN2[C@H](CO)[C@@H](c3ccc(C#CC4CC4)cc3)[C@H]2C1 | 13 | -69 | . | .
CO[C@@H]1CC[C@@H]2CCN(C)C(=O)C[C@H](c3ccccc3)CN(C)C(=O)c3cc(C#N)ccc3OC[C@@H]1O2 | . | . | -5 | 0.7
C[C@@H]1CCCCO[C@H](CN(C)C(=O)Nc2cccc3ccccc23)[C@@H](C)CN([C@H](C)CO)C(=O)c2cc(NC(=O)Nc3ccc(F)cc3)ccc2O1 | -3 | -34 | 69 | -1.6
CC(C)C(=O)Nc1ccc2c(c1)C(=O)N(C)[C@H]1CC[C@H](CC(=O)Nc3ccccc3)O[C@@H]1CO2 | 15 | 1 | 11 | 0.0
COc1ccc(S(=O)(=O)Nc2ccc3c(c2)C(=O)N([C@H](C)CO)C[C@H](C)[C@H](CN(C)S(=O)(=O)c2ccc(C)cc2)OCCCC[C@@H](C)O3)cc1 | . | -35 | . | -0.3
O=C(C[C@H]1CC[C@H](NC(=O)c2ccc3c(c2)OCO3)[C@@H](CO)O1)NCc1ccc(Cl)cc1 | 6 | 3 | 59 | -1.1
CN(C)CC#Cc1cccc(-c2nc(C(=O)N[C@@H]3CCN(Cc4ccccc4)C3)cc3c2[C@@H](CCO)N(S(=O)C(C)(C)C)C3)c1 (stereo partly specified) | 4 | -64 | . | .
C[C@@H]1CCCCO[C@H](CN(C)S(=O)(=O)c2ccc(Cl)cc2)[C@@H](C)CN([C@@H](C)CO)C(=O)c2cc(NC(=O)Nc3cccc4ccccc34)ccc2O1 | -1 | -81* | 95 | -0.1
COc1ccccc1NC(=O)N1C[C@@H](C)[C@H](OC)CN(C)C(=O)c2ccc(NC(=O)c3cnccn3)cc2OC[C@H]1C | . | -23 | 27 | -1.6
C[C@@H]1CN([C@H](C)CO)C(=O)c2cc(NC(=O)CCCN(C)C)ccc2O[C@@H]1CN(C)Cc1ccc2c(c1)OCO2 | 0 | 12 | . | 1.7
C[C@H](CO)N1C[C@H](C)[C@@H](CN(C)S(=O)(=O)c2ccccc2F)Oc2ncc(C#Cc3ccncc3)cc2C1=O | 6 | -25 | 28 | -0.3
O=C(C[C@H]1C=C[C@@H](NC(=O)Nc2ccc(C(F)(F)F)cc2)[C@@H](CO)O1)NCc1ccccn1 | 0 | 18 | . | 1.1
CO[C@@H]1CN(C)C(=O)c2cc(NC(=O)c3nc4ccccc4s3)ccc2OC[C@H](C)N(Cc2cncnc2)C[C@@H]1C | . | -27 | 29 | 0.3
CCS(=O)(=O)NCC[C@@H]1CC[C@@H](NC(=O)C2CCCC2)[C@H](CO)O1 | 0 | 12 | . | -3.3
CN1CCN(C(=O)C[C@H]2CC[C@H]3[C@@H](COc4ccc(NC(=O)c5cccs5)cc4C(=O)N3C)O2)CC1 | 8 | 3 | 5 | -2.3
